High-throughput results deposited in PubChem BioAssay by several laboratories.
BH1578 lux ind – inducers of Vibrio cholerae quorum light production without autoinducers, primary screen, BH1578 luxS cqsA deficient, single point; V. cholerae BH1578 lux reporter, luminescence, 6 h; activation, % at 18.7 µM; 350,000 tested, 0.16% active; AID 588436, 2011; in the data active means activation mostly above about 9.7%, no sharp cut-off; inconclusive means no clear call, values can overlap the other calls; inactive means mostly below about 3.7%; further: not every result past the cut was called active; inactives centre near 0; reference of the scale not given here
Y pestis TopoI – Yersinia pestis topoisomerase I inhibitors, primary screen, biochemical, cleavage product accumulation, plate reader, single point. Y. pestis Topo-I cleavage product accumulation. activity, % at 10 µM. 360,000 tested, 0.064% active; in the data active means activity above about 50%, passing the limit was not always enough; inconclusive means no clear call, values can overlap the other calls; further: inactives centre near 2
3CLpro inhibitor – SARS-CoV 3CLpro protease inhibitors, primary screen, biochemical, quenched FRET; Replicase polyprotein 1ab (Severe acute respiratory syndrome coronavirus), P0C6X7; recombinant SARS-CoV 3CLpro, quenched FRET peptide cleavage; inhibition, % at 6 µM; 290,000 tested, 0.14% active; in the data active means inhibition above about 12%
PfHsp40 yeast – rescue of yeast from PfHsp40 toxicity, primary screen, S. cerevisiae, ATP luminescence. AID 504582, 2011. growth rescue, % at 12.5 µM. S. cerevisiae expressing PfHsp40, growth rescue. 340,000 tested, 0.68% active; in the data active means growth rescue above about 28%, passing the limit was not always enough; inconclusive means no clear call, values can overlap the other calls;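 further: yeast W303a lacking pdr1 and pdr3 grown in galactose medium; growth measured after three days at 30 °C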
PriA SSB inh – inhibitors of Klebsiella pneumoniae PriA binding to SSB C-terminal tail, primary screen, biochemical, AlphaScreen | 430,000 tested, 0.6% active | AlphaScreen SSBct-PriA binding, biotinylated peptide | inhibition, % at 33 µM; in the data active means inhibition mostly above about 37%, no sharp cut-off; inactive means mostly below about 20%;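 further: plate controls were negative control peptide for no effect and reference peptide for full effect; strong numbers were not always called active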
TcdB inh – TcdB glycohydrolase inhibitors, primary screen, biochemical, single point, plate reader; TcdB glycohydrolase enzymatic assay; inhibition, % at 9.99 µM; 350,000 tested, 0.24% active; AID 652162, 2013; in the data active means inhibition above about 10%
BoNT-A LC inh2 – BoNT/A light chain protease inhibitors, primary screen, biochemical, flow cytometry, MLPCN library; inhibition, % at 10 µM; multiplex microsphere protease substrate cleavage; 360,000 tested, 0.17% active; Botulinum neurotoxin type A light chain protease (Clostridium botulinum A str. ATCC 3502); further: plate controls were buffer without enzyme for full effect and enzyme alone for no effect
PrPC TRFRET – inhibitors of human cell surface prion protein PrPC, primary screen, cell-based, TR-FRET; AID 720596, 2013; TR-FRET read-out; inhibition, % at 13.8 µM; Major prion protein (Homo sapiens), P04156; 370,000 tested, 0.43% active; in the data active means inhibition above about 24%; further: 0% = median of the test wells and 100% = reference compound wells
Anthrax LF inh2 – Bacillus anthracis LF protease inhibitors, primary screen, biochemical, multiplex microsphere, MLPCN library; Lethal factor (Bacillus anthracis), P15917; multiplex microsphere protease cleavage assay; inhibition, % at 10 µM; 360,000 tested, 0.12% active; further: plate controls were buffer without enzyme for full effect and enzyme alone for no effect
Target sequence (P15917 whole entry, looked up): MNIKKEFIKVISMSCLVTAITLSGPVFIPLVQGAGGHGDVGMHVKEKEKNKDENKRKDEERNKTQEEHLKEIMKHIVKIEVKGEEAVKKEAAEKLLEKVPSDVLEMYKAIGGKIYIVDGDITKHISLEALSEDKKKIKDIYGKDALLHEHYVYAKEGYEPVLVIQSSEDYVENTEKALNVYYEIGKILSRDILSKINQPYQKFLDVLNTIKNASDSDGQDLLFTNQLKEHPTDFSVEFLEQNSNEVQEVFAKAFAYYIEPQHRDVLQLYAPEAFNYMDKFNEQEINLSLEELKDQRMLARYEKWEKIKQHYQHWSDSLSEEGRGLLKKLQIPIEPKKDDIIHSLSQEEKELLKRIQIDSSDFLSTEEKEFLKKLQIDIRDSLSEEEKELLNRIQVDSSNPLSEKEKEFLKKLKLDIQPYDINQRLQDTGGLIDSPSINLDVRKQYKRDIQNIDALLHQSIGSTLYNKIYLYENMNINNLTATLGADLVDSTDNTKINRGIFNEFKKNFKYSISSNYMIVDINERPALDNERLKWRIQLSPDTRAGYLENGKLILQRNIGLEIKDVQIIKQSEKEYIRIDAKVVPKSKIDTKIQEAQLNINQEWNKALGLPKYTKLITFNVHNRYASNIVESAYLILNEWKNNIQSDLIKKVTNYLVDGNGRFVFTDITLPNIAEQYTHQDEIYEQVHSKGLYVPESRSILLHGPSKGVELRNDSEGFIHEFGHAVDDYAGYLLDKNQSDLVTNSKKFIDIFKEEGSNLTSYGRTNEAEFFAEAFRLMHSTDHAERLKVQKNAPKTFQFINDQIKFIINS
The depositor's hits bear a star; i = inactive; ? = inconclusive; . = not tested or not shown. Unless noted, no stated cut-off is given here; in the data, active means inhibition above about 30%; inconclusive means no clear call, values can overlap the other calls; inactive means below that. An excerpt. The share of hits here may be higher or lower than overall.

Below each compound: BH1578 lux ind, Y pestis TopoI, 3CLpro inhibitor, PfHsp40 yeast, PriA SSB inh, TcdB inh, BoNT-A LC inh2, PrPC TRFRET, Anthrax LF inh2
1. COCCN(CCOC)Cc1cc(=O)oc2cc(C)c(C)cc12
 : ., ., ., ., ., 1.3, 0.0, 7.9, -11.5
2. O=C(Cc1ccc(Br)cc1)N1CCN(c2ccc(F)cc2)CC1
 : -0.6, 10.6, 3.1, 4.2, -3.4, ., -1.5, 6.6, -1.3
3. CCCOc1ccc(C(=O)NCCN2CCOCC2)cc1
 : -0.8, -3.0, -0.3, -1.4, -13.3, 0.6, -1.7, -6.1, -5.0
4. Fc1ccc(-c2cc(-c3nnc4n3CCCCC4)c3ccccc3n2)cc1
 : i, 5.8, -1.0, 0.8, -9.5, 1.0, -0.4, -16.3, 0.4
5. CCN1C(=O)/C(=C/c2cccs2)S/C1=N\S(=O)(=O)c1ccc(C)cc1
 : -0.5, 1.1, 1.0, -0.8, ., -0.1, -2.6, 3.4, -6.0
6. CCOC(=O)CNC(=O)CSc1nnc(-c2c[nH]c3ccccc23)n1CC
 : -0.3, 1.9, 1.2, -0.4, -2.6, 0.6, -0.9, -0.1, 1.3
7. CCc1ccc(N(CC)C(=O)c2ccc3c(Cl)c4c(nc3c2)CCC4)cc1
 : -0.4, 2.5, -0.7, 1.0, 1.8, 0.9, 0.9, 3.8, -1.9
8. CC(C)NC(=S)N(CCc1ccncc1)C(C)C
 : -0.3, 1.8, -0.9, 16.3, -1.6, 0.8, 0.6, 0.3, -0.6
9. COc1ccc(C(=O)CSc2nnc(CN3CCCC3)n2-c2ccc(F)cc2)c(OC)c1
 : i, -0.7, 2.8, 0.4, -8.0, 0.4, 4.0, 3.3, -1.9
10. COc1ccc(C(=O)NC2CCN(CC(=O)NCc3cccc(OC)c3)CC2)cc1
 : -0.8, 0.9, 5.1, 0.7, -10.0, 2.4, -0.5, 1.4, 0.2
11. O=C(c1ccc2nc(N3CCOCC3)sc2c1)N1CCN(c2ccc(Cl)cc2)CC1
 : -4.2, 17.3, 2.9, -1.9, 6.2, 1.1, -4.9, 4.6, -1.3
12. Cc1cc(C)c2[nH]c(=O)c(CN(Cc3ccco3)C(=S)NCC3CCCO3)cc2c1 (stereo unspecified)
 : -0.3, 41.0, -4.6, -0.1, -4.0, ., -0.3, 5.2, -1.0
13. O=C(Nc1ccc2nc(-c3ccccn3)[nH]c2c1)C1CCCCC1
 : -2.9, -1.7, 2.7, 0.7, 13.9, ., 0.6, -15.1, 1.3
14. COC(=O)C1=C(C(=O)OC)[C@@H]2N(Cc3ccccc3)c3ccccc3[C@@]23C[C@@H](C(=O)OC)N(C(=O)c2cc(C)oc2C)C3=N1
 : -0.6, -11.7, ., -1.1, 10.9, 1.0, -1.2, -2.4, -6.8
15. CCOC(=O)C1=CN2CCC[C@H]2CC1=O
 : -0.2, -6.7, ., 20.2, -4.1, 0.6, -0.8, 2.7, -1.1
16. CCOc1ccc2c(c1)OC1(CCC(C)C1)CC2=O (stereo unspecified)
 : 1.4, 13.2, ., 1.2, -52.6, 0.0, 0.2, 2.2, -1.9
17. COc1ccc(CCNC(=O)C2CCCN2C(=O)Nc2cccc(OC)c2)cc1 (stereo unspecified)
 : -0.8, 6.1, -1.2, -0.7, -6.8, 0.4, -0.7, 1.2, -5.9
18. CCCn1c(=O)c2sccc2n2c(CCCC(=O)NCc3ccco3)nnc12
 : i, -7.1, -4.9, 1.6, 9.1, 5.6, 1.8, -3.9, -2.4
19. Cc1nnnn1/C(=C\c1ccccc1)C(=O)OCC(=O)NC(C)(C)C
 : -0.4, 2.5, -4.0, -1.5, 0.5, ., 1.5, -7.7, 1.0
20. CC(=O)C1=C(O)C(=O)N(Cc2ccccc2)C1c1ccc(Br)cc1 (stereo unspecified)
 : i, -6.1, 6.5, -0.8, 5.0, 0.3, -2.1, -0.4, -0.3

The closing two compounds of the part before are carried over, then new ones follow.
Below each compound: BH1578 lux ind, Y pestis TopoI, 3CLpro inhibitor, PfHsp40 yeast, PriA SSB inh, TcdB inh, BoNT-A LC inh2, PrPC TRFRET, Anthrax LF inh2
19. Cc1nnnn1/C(=C\c1ccccc1)C(=O)OCC(=O)NC(C)(C)C
 : -0.4, 2.5, -4.0, -1.5, 0.5, ., 1.5, -7.7, 1.0
20. CC(=O)C1=C(O)C(=O)N(Cc2ccccc2)C1c1ccc(Br)cc1 (stereo unspecified)
 : i, -6.1, 6.5, -0.8, 5.0, 0.3, -2.1, -0.4, -0.3
21. C=CCc1cc(C)ccc1OCCOCCN1CCN(C)CC1
 : i, -1.0, 2.5, 4.2, 3.7, 1.4, -3.1, 7.1, -18.6
22. c1ccc(CCn2nnnc2C(c2cccs2)N2CCN(Cc3ccc4c(c3)OCO4)CC2)cc1 (stereo unspecified)
 : i, 35.6, 2.8, 0.2, -18.5, ., 0.4, 3.8, -5.4
23. CCN(CC(=O)NCCc1ccc(F)cc1)Cc1nc2ccccc2c(=O)[nH]1
 : i, 16.1, 2.6, 0.2, -8.0, 0.1, -0.9, 9.0, -2.0
24. Cc1cc(C)n(CC(=O)NC2CCCc3c2cnn3-c2ccccc2F)n1 (stereo unspecified)
 : -0.1, -4.6, 3.5, -0.6, -5.9, 2.3, 2.3, -5.3, 1.9
25. COc1ccc(-c2nc(CCl)cs2)cc1OC
 : -0.4, 48.4, 3.4, 0.3, -5.8, -2.0, 0.5, 2.1, -3.4
26. Cc1ccc(CNC(=O)CCc2nnc3ccc(N4CCC5(CC4)OCCO5)nn23)cc1
 : -0.9, -8.1, 3.3, -0.1, -14.3, 1.1, 1.7, 0.7, -2.1
27. CC(C(=O)OCC(=O)Nc1ccc(S(=O)(=O)N2CCCCC2)cc1)N1C(=O)c2ccccc2C1=O (stereo unspecified)
 : ., -0.6, 1.6, 1.2, 2.8, ., -0.9, -1.6, 1.7
28. CN1c2ccccc2C(=O)/C(=C\Nc2ncccn2)S1(=O)=O
 : -0.6, 2.8, 3.5, -1.3, ., 0.6, 2.8, 6.0, -1.8
29. CCCNC(=O)C1(C)CCCN(Cc2noc(-c3c(C)noc3C)n2)C1 (stereo unspecified)
 : i, -3.3, ., ., ., 0.1, -0.8, 9.1, 1.2
30. Cc1ccc2c(c1)nnn2C1CCN(CC(=O)N(c2ccccc2)c2ccccc2)CC1
 : i, 20.5, 5.6, 0.9, 5.6, 0.7, -0.9, -1.9, 1.0
31. COc1ccc(C(=O)C2CCCN(C(=O)c3ccoc3C)C2)cc1F (stereo unspecified)
 : -0.5, -6.2, -5.8, -0.1, -0.1, 0.5, -1.0, -0.9, 3.6
32. O=C(Cc1ccc(Cl)cc1)NNC(=O)Nc1cccc2ccccc12
 : -0.5, 4.7, -4.8, -0.3, -18.3, ., 1.2, 4.1, 1.6
33. CCCOC1CCCN(C(=O)c2ccc(OC3CCN(Cc4ccccn4)CC3)cc2)C1 (stereo unspecified)
 : i, 9.9, 5.4, 1.1, -3.1, 0.2, -0.2, -2.7, -0.7
34. COc1ccc(Cl)cc1S(=O)(=O)N1CCC(C(=O)NCCc2ccccc2)CC1
 : -0.6, 21.9, 0.2, 0.1, -17.8, 0.3, -0.6, 2.4, 8.0
35. COc1ccc(Nc2ncnc3c2c(C)c(C)n3CCCN(C)C)cc1
 : -0.8, -7.9, 0.3, 1.7, -2.8, -0.8, -1.5, -0.2, 0.5
36. Nc1cccc2cnccc12
 : -0.2, 3.4, 10.0, -0.5, 3.3, ., 0.6, -6.7, -0.2
37. O=S(=O)(c1cccc2nsnc12)N1CCc2ccccc21
 : 1.0, 4.9, -3.2, -0.5, 20.6, ., -0.6, -7.1, 0.4
38. Cn1c(N)c(C(=O)COC(=O)c2ccc(Cl)c(S(=O)(=O)N3CCCCC3)c2)c(=O)n(C)c1=O
 : -0.6, 20.7, 0.1, -0.9, -0.4, ., -0.6, 3.2, -4.1
39. O=C(c1ccoc1)N1CCC(CO)(CCc2ccccc2)CC1
 : -0.1, 9.6, 7.6, -2.0, -1.0, 1.2, -0.3, -2.5, -1.3
40. Cc1nn(-c2ccccc2)c(C)c1/C=N\N1CCN(c2ccc(Cl)cc2)CC1
 : -0.2, 15.1, 1.5, -0.9, ., ., -1.1, -1.9, -3.3

Reformatted screen by screen: part of the list above.
31) COc1ccc(C(=O)C2CCCN(C(=O)c3ccoc3C)C2)cc1F (stereo unspecified)
37) O=S(=O)(c1cccc2nsnc12)N1CCc2ccccc21
entry no.	31	37
BH1578 lux ind	-0.5	1.0
Y pestis TopoI	-6.2	4.9
3CLpro inhibitor	-5.8	-3.2
PfHsp40 yeast	-0.1	-0.5
PriA SSB inh	-0.1	20.6
TcdB inh	0.5	.
BoNT-A LC inh2	-1.0	-0.6
PrPC TRFRET	-0.9	-7.1
Anthrax LF inh2	3.6	0.4

The results go on:
Below each compound: BH1578 lux ind, Y pestis TopoI, 3CLpro inhibitor, PfHsp40 yeast, PriA SSB inh, TcdB inh, BoNT-A LC inh2, PrPC TRFRET, Anthrax LF inh2
41. Cc1cc(CNC(=O)C2(C(F)(F)F)C/C(=C\CCO)CCCO2)nn1C (stereo unspecified)
 : i, 7.9, ., -0.6, -4.7, 0.8, 0.2, -0.3, -4.2
42. Cc1c(C(=O)C(=O)N2CCN(Cc3ccc4c(c3)OCO4)CC2)c2ccccc2n1C
 : i, 24.9, -11.3, 0.7, -1.4, 1.4, -0.2, 5.3, -3.4
43. O=C(/C=C/[C@H]1O[C@@H](n2cnc3c(NC(=O)c4ccccc4)ncnc32)[C@H](O)[C@@H]1O)NCc1cccc2ccccc12
 : ., ., ., ., ., 1.0, -1.0, -3.7, 6.9
44. Cn1c(=O)oc2cc(S(=O)(=O)N3CCC(C(=O)NCc4ccc(F)cc4)CC3)ccc21
 : 0.1, 4.6, -0.4, 1.4, -14.2, 1.1, 0.3, 5.1, -2.3
45. CNc1ncnc2c1ncn2[C@H]1CN(Cc2cccnc2)C[C@@H](CO)O1
 : 4.5, 6.2, ., ., ., 2.8, -0.2, 4.2, 1.2
46. COc1ccc(S(=O)(=O)N2CCOCC2)c(Cl)c1Cl
 : i, -0.9, -3.5, -1.0, 9.2, 1.1, -0.9, 4.5, -2.0
47. COc1cccc(N2CCN(C(=O)c3cc4c(s3)CCCCC4)CC2)c1
 : -4.0, 31.4, ., 2.0, 2.8, 0.1, 1.7, 8.3, 0.3
48. O=c1cc(Cc2ccc([N+](=O)[O-])cc2)[nH]c(=O)[nH]1
 : i, 6.1, ., -0.7, -4.6, 1.7, 0.2, -13.8, -7.1
49. CN(Cc1ccccc1)C(=O)c1ccc(NC(=O)Cc2cccc([N+](=O)[O-])c2)cc1
 : -0.3, 8.7, ., 1.0, 8.7, -0.2, 0.1, -1.4, -3.6
50. C[C@@]12CCC3[C@@](CCC4[C@@]3(C)CCC[C@@]4(C)C(=O)NCc3ccccc3)(CC1=O)C2 (stereo partly specified)
 : i, 12.9, ., 345.6*, 0.4, 0.6, -0.4, 8.1, -4.4
51. Nn1c(SCC(=O)Nc2ccc(F)cc2)nnc1-c1cccnc1
 : i, -0.8, 2.7, 0.5, -8.0, ., ?, -0.1, 2.4
